Assay outcomes as filed in PubChem BioAssay.
ASAP1 GAP inh = blocks human ASAP1-stimulated Arf1 GTP hydrolysis; GDP FP detection; hit rate 0.19% among 360,000; inhibition, % at 16.5 µM; AID 624377; in the data active means inhibition above about 25%;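 further: 0% = vehicle with enzyme and substrate and 100% = no enzyme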
GC-B act = GC-B (human) receptor activation; HEK293-GC-B cells, CNP EC30, cGMP TR-FRET; 0% at EC30 CNP, 100% saturating CNP; AID 1920062; hit rate 0.11% among 370,000; activation, % at 10 µM;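 active means activation at 10 µM reaching about 35% in either raw or pattern-adjusted values, limit read from the data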
GC-A act = GC-A (human) enzyme activation. HEK293 GC-A cells, cGMP TR-FRET, EC30 ANP; 0% at EC30 ANP, 100% saturating ANP. activation, % at 10 µM. hit rate 0.14% among 370,000; in the data active means activation above about 40%
Rev-erbA mod = Rev-erb alpha (human) modulation; Rev-erbα–FITC-DNA binding, fluorescence polarization, 90 min; activity, % at 10 µM; hit rate 0.79% among 370,000;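 active means activity above about 14%, limit read from the data; passing the limit was not always enough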;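 further: 0% = DMSO wells with 35 nM protein and 100% = DMSO wells with 750 nM protein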
Target sequence (P20393 whole entry, looked up): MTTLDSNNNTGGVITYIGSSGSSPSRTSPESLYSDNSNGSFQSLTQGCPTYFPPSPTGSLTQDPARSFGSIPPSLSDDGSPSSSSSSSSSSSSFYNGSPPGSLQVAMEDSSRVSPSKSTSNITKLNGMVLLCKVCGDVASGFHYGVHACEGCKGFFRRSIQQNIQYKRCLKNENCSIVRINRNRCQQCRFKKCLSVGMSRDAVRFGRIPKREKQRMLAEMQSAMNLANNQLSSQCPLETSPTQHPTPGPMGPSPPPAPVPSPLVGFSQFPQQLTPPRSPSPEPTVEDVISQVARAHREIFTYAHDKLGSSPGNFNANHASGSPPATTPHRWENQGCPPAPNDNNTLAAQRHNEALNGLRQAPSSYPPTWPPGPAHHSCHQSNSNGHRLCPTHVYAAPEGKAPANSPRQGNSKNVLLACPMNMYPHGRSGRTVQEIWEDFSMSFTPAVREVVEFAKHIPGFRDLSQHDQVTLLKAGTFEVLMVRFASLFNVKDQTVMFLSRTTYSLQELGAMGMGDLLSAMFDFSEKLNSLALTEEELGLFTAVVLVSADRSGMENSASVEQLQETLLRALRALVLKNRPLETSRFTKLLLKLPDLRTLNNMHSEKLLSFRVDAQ
PG9 binder = PG9 antibody binding by small molecule; TR-FRET gp120-PG9 antibody binding; inhibition, % at 6.7 µM; hit rate 0.43% among 360,000; AID 624416; in the data active means inhibition above about 8.5%
SMARCA2 activ = activators of SMARCA2 function; AID 652017; MG213 cells, MMTV-luciferase reporter, dexamethasone, overnight; hit rate 1% among 370,000; activation, % at 9.1 µM; in the data active means activation above about 7.8%;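 further: 0% = vehicle wells and 100% = reference activator wells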
ARFGAP1 inhibitor = inhibits rat ARF GTPase activating protein 1 | Q62848 | Arfgap1-stimulated ARF1 GTP hydrolysis, GDP FP detection | inhibition, % at 16.5 µM | hit rate 0.26% among 360,000 | AID 651572;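 active means inhibition above a per-plate limit, mean inhibition of low control wells plus 3 SD, cut at about 25% in these data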;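 further: 0% = DMSO wells with enzyme and 100% = wells lacking Arfgap1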
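System: truncated rat Arfgap1 GAP domain / Benchmarks: high control wells lacking Arfgap1, low control full reaction with DMSO / Times: compound-enzyme preincubation 20 min, reaction 120 min, detection 60 min, 25 °C / Repeats: one replicate per compound / Also added: human ARF1(Δ1-17)-GTP substrate / Measured by: Tracer-displacement fluorescence polarization with EDTA stop, 620/688 nm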
HTRA1 inh = HTRA1 (human) protease inhibition. recombinant HTRA1, FP-rhodamine activity-based probe, fluorescence polarization. inhibition, % at 5.96 µM. hit rate 0.5% among 340,000. AID 504803; in the data active means inhibition above about 36%;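 further: 0% = enzyme with DMSO and 100% = wells lacking enzyme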
mABHD4 FP = ABHD4 (mouse) inhibition, primary FP screen; Q8VD66; purified mABHD4, FP-Rh probe fluorescence polarization; inhibition, % at 8.92 µM; hit rate 0.54% among 370,000; AID 720543;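 active means inhibition exceeding the mean over every tested compound plus 3 SD, cut at about 30% in these data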;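 further: 0% = plate median of compound wells and 100% = S159A mutant with DMSO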
Target sequence (Q8VD66 whole entry, looked up): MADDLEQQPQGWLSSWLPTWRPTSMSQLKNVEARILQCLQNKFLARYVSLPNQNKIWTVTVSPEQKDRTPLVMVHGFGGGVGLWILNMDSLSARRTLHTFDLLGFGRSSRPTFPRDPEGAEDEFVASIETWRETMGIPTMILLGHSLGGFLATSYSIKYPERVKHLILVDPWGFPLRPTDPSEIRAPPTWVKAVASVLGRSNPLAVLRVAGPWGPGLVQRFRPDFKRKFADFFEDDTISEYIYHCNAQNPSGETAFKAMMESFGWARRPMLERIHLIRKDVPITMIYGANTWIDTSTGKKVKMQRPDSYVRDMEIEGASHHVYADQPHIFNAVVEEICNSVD
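Test system: mABHD4 protein; Read-out basis: % inhibition; Incubation: 45 min + 60 min at 25 °C; Repeats: single replicate; Technique: fluorescence polarization with parallel and perpendicular emission, 525/598 nm; Compound: 8.92 µM, single dose; Benchmarks: full inhibition S159A mutant plus DMSO, zero as sample-well median.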
rCAG RNA binder = molecules binding r(CAG) RNA repeats | inhibition, % at 3 µM | r(CAG) RNA repeat, TO-PRO-1 dye displacement fluorescence | hit rate 1.3% among 370,000;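 active means inhibition above the plate cutoff, the mean of all test compounds on that plate plus 3 SD, cut at about 35% in these data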;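 further: 0% = DMSO alone and 100% = 100 µM mitoxantrone as full dye displacement; higher means more dye released from RNA so lower well fluorescence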
* marks the source's active call; other numbers are inactive results; · = not tested or not shown; & = joins results of further samples.

Screens in order – mABHD4 FP, ARFGAP1 inhibitor, HTRA1 inh, ASAP1 GAP inh, Rev-erbA mod, SMARCA2 activ, PG9 binder, GC-A act, rCAG RNA binder, GC-B act
CC[C@H]1OC(=O)[C@H](C)[C@@H](O[C@H]2C[C@@](C)(OC)[C@@H](O)[C@H](C)O2)C(C)[C@@H](O[C@@H]2O[C@H](C)C[C@H](N(C)C)[C@H]2O)[C@](C)(O)C[C@@H](C)CN(C)[C@H](C)[C@@H](O)[C@]1(C)O (stereo partly specified)
→ -1, ·, ·, ·, 0, -7, ·, 4, 1, -6
Cc1sc(NC(=O)/C=C/c2ccco2)c(C(=O)OC(C)C)c1C
→ 5, 10, -3, -18, 3, -2, 0.0, 3, 16, -4
COc1ccc(C(=O)c2[nH]c(N)c(C(N)=O)c2-c2ccc(OC)c(OC)c2)cc1
→ 21, 8, ·, -3, 0, -2, 0.8, -1, 3, -2
c1ccc(CSc2nnc(-c3ccco3)n2Cc2ccco2)cc1
→ -1, 0, -7, 11, 2, 4, -1.6, -1, -3, -6
Cc1ccccc1NC(=S)/C(=C(\[O-])c1cc(C)n(Cc2ccccc2Cl)c1C)[n+]1ccccc1
→ -3, -11, -6, -3, 1, -5, -1.1, -11, 2, -2
Cc1sc2ncnc(NCC3COc4ccccc4O3)c2c1C (stereo unspecified)
→ -3, 3, -12, 10, 3, -6, -0.6, 1, -4, -2
CCc1ccc(OCc2nnc(SCC(=O)Nc3cccc(C(=O)N4CCOCC4)c3)o2)cc1
→ -4, 6, -6, 1, -3, 1, -1.1, 0, -5, 5
Cc1ccc2nc(SCC(=O)NCCCN3CCCC3=O)[nH]c2c1
→ 2, 4, 3, 4, 7, 0, 1.4, 2, 1, -2
Cc1ccc(S(=O)(=O)N2CCN3CCCC3C2)cc1 (stereo unspecified)
→ -7, 16, -5, 3, -7, -2, 1.0, -1, 0, 2
O=C(NCCSCc1c(F)cccc1Cl)c1ccc(CN2CCOCC2)cc1
→ 4, 9, 2, -6, -4, -2, -0.1, 2, -9, 2
O=[N+]([O-])c1cccc(NC(=S)Nc2nc(-c3ccc(Cl)cc3Cl)cs2)c1
→ 1, -14, ·, -5, -6, -1, 1.0, 1, 11, -3
Cc1cnc(C(=O)OCC(=O)Nc2ccccc2-c2ccccc2)cn1
→ 0, 5, 0, -6, -2, -1, -2.1, 0, 4, 1
CCC(C)Nc1nc(C)nc2c1nnn2Cc1ccccc1 (stereo unspecified)
→ 5, ·, ·, ·, -1, 8.0*, ·, 6, -1, 5
O=C(COc1ccccc1)NC1CCCc2ccccc21 (stereo unspecified)
→ -12, 0, -6, -9, 2, 1, -2.4, 3, -1, -1
O=C1CC(C(=O)N2CCN(c3ccccc3)CC2)CN1Cc1ccccc1 (stereo unspecified)
→ -3, 6, 6, -3, -2, 1, 0.9, -4, -3, 2
Cc1cc(NC(=O)CSc2nnc(C3COc4ccccc4O3)o2)no1 (stereo unspecified)
→ -8, 9, 5, -4, 3, 1, -2.0, 1, -3, 2
Cc1ccc2c(c1)-c1c(ssc1=S)C(C)(C)N2C(=O)CN1C(=O)c2ccccc2C1=O
→ 5, -6, 0, -2, 7, 1, -1.1, -1, -1, -8
CCN(CC)CCc1nc(-c2ccccc2)no1
→ -7, 0, 0, 1, 0&-8, -1, -1.4, 20, 5, -1
CCN(Cc1ccccc1)S(=O)(=O)c1cc(C(=O)OC)n(C)c1
→ -1, -9, -1, -10, -2, 0, -1.7, 4, -2, -5
O=C1NC(Cc2ccc(O)cc2)c2nc3ccc(Br)cc3c(=O)n2-c2ncccc21 (stereo unspecified)
→ -3, 2, -11, -11, 12, -2, 0.6, -8, 22, 0
COc1ccccc1Nc1ncnc2sccc12
→ -1, -3, 3, 5, -1, 0, -0.3, -2, -3, 2
Cc1ccccc1CN(C)C[C@H]1OCc2cnnn2CCCC(=O)N([C@@H](C)CO)C[C@@H]1C
→ 0, -2, 6, 5, -6, -1, -0.5, -1, -1, -5
Cc1ccc(O)c(NC(=O)CN(C)S(=O)(=O)c2ccc(Cl)cc2)c1
→ 2, -8, 0, -10, 4, 11*, 0.3, -2, 8, 1
COc1cc(OC)c2c(-c3ccccc3)cc(=O)oc2c1C(CC(=O)N1CCCC1)c1ccc2c(c1)OCO2 (stereo unspecified)
→ 4, 6, -36, -1, -14, 1, -1.2, 2, 9, 2
COc1ccc(NC(=O)c2cccs2)cc1
→ 2, 6, -2, 5, 5, 5, -0.5, 5, 1, 4
CC(=O)CC1(C)OC(N)=C(C#N)C1(C#N)C#N (stereo unspecified)
→ -1, 21, 5, 0, 6, -1, -1.3, 4, -2, 3
O=C(NCCCn1ccnc1)c1cc(Br)c(Br)s1
→ 5, 5, -3, -7, 1, 0, 0.1, -8, -2, -2
Cc1nc(SCC(=O)N2CCOCC2)c2c3c(sc2n1)CCC3
→ 3, -7, -4, -2, 6, 0, -1.5, -4, -1, -1
CCOc1ccccc1NC(=O)CCCNC(=O)Cn1cnc2sc(C)c(C)c2c1=O
→ 3, 11, -9, -6, 3, 2, -1.9, -3, -3, -4
O=C(CCCOc1ccc(Cl)cc1Cl)Nc1ccccc1C(=O)O
→ -7, 5, -5, -16, -2, 2, 2.6, 5, 20, -6

Some of these compounds in order of count of non-hydrogen atoms, rising:
Screens in order – mABHD4 FP, ARFGAP1 inhibitor, HTRA1 inh, ASAP1 GAP inh, Rev-erbA mod, SMARCA2 activ, PG9 binder, GC-A act, rCAG RNA binder, GC-B act
COc1ccc(NC(=O)c2cccs2)cc1
→ 2, 6, -2, 5, 5, 5, -0.5, 5, 1, 4
Cc1cc(NC(=O)CSc2nnc(C3COc4ccccc4O3)o2)no1 (stereo unspecified)
→ -8, 9, 5, -4, 3, 1, -2.0, 1, -3, 2
Cc1ccccc1CN(C)C[C@H]1OCc2cnnn2CCCC(=O)N([C@@H](C)CO)C[C@@H]1C
→ 0, -2, 6, 5, -6, -1, -0.5, -1, -1, -5

Following part:
Screens in order – mABHD4 FP, ARFGAP1 inhibitor, HTRA1 inh, ASAP1 GAP inh, Rev-erbA mod, SMARCA2 activ, PG9 binder, GC-A act, rCAG RNA binder, GC-B act
COc1ccc(NC(=O)CC2C(=O)N(c3cccc(OC)c3)C(=O)N2C(C)C)cc1 (stereo unspecified)
→ 4, -6, -9, 7, 6, -1, -2.0, 5, 1, 4
NS(=O)(=O)c1ccc(NC(=O)CSc2ncccn2)cc1
→ -8, -5, 8, 2, 8, -6, -2.0, 0, 2, -1
O=C1Cn2c(nc3ccccc32)N1c1cccc(C(F)(F)F)c1
→ -4, 4, -2, -12, 4, 5, 0.5, 0, 3, 1
O=S(=O)(NCC1COc2ccccc2O1)c1ccc2ccccc2c1 (stereo unspecified)
→ -20, 7, -26, 7, -7, -4, -1.2, -1, 3, 1
Cc1cc(C)c(NC(=O)Cn2c(=O)n(-c3ccc(CC(=O)NCC4CCCO4)cc3)c(=O)c3ccccc32)c(C)c1 (stereo unspecified)
→ 12, -11, -1, -9, 1, -4, -0.6, 3, 9, -4
O=C(O)c1ccccc1C(=O)OC1CC2CCC1C2 (stereo unspecified)
→ 4, 8, 4, -6, 4, -3, -0.6, 2, 1, 4
COC(=O)C1=C(C)N(C)C(=O)NC1c1cccc2ccccc12 (stereo unspecified)
→ 0, -5, -4, 0, -1, 0, -1.6, 0, -2, 2
O=C1CCCCCN1CP(=O)(O)CCc1ccccc1
→ 4, 0, -4, -10, -5, -3, -0.2, 8, 0, 3
Cc1noc(C)c1NC(=O)Nc1ccc2c(c1)C(=O)N([C@H](C)CO)C[C@H](C)[C@@H](CN(C)C(=O)Nc1ccc(C(F)(F)F)cc1)O2
→ 1, -11, -5, 8, 1, 5, 0.5, 3, 1, 3
O=c1c2ccccc2n2c(-c3cccc(Cl)c3)nnc2n1Cc1ccccc1
→ -3, -9, 2, -1, 5, 1, 0.5, 8, 0, 15
Cc1ccc(C)c(S(=O)(=O)N(C)c2ccc(OC(=O)C3CCN(C(=O)Nc4ccccc4)CC3)cc2)c1
→ -8, 5, -32, -12, 3, 0, -0.8, -2, 5, -1
COc1cc(C(=O)NCc2cc3cc(Cl)ccc3n2C)cc(OC)c1OC
→ -5, -8, -22, -16, 9, -3, 0.5, -2, 1, -7
CN(C)S(=O)(=O)n1cc(/C=C(\NC(=O)c2ccccc2F)C(=O)NCCCn2ccnc2)c2ccccc21
→ 3, 10, -1, -10, 5, 1, -1.0, 0, 0, 1
COc1ccc(C(=O)C(=O)N2CCN(C(=O)OCc3ccccc3)CC2)cc1
→ -1, -3, ·, 0, 4, -4, -0.4, -2, 1, 0
CCc1nnc(NC(=O)C2=NN(C3CCS(=O)(=O)C3)C(=O)CC2)s1 (stereo unspecified)
→ 0, 9, -4, -4, -3, -1, 0.9, 2, 1, 3
CC1(C)Cc2c(cnn2-c2cccc(F)c2)C(NC(=O)c2csnn2)C1 (stereo unspecified)
→ 1, -1, -8, -4, -4, 0, -1.2, -4, -7, 0
Cc1cc(NC(=O)CN2CCN(c3ccccc3O)CC2)no1
→ 2, 7, 12, -4, -8, -2, -0.8, -5, 0, 2
Cc1cccc(OCC(=O)NNc2c3ccccc3nc3ccccc23)c1
→ 21, -8, 0, 4, -3, -2, -4.3, 4, 9, 4
COc1cccc(OC)c1C(=O)N1CCN(S(=O)(=O)c2ccc(C)cc2)CC1
→ 1, -5, 0, -1, 2, 0, 0.2, 1, -3, -1
COCCn1c(SCC(=O)N2CCCCCC2)nnc1-c1ccco1
→ -4, -3, -1, -4, -6, -2, -0.2, -3, -2, 4
COc1ccc(-n2c(O)c(/C=C3\C=Nc4ccccc43)c(=O)[nH]c2=O)cc1
→ 8, 5, 2, 3, -5, 0, 0.1, 18, 3, 2
CCOc1cc(/C=C2\C(=N)N3N=C(C)SC3=NC2=O)ccc1OCCOc1cccc(OC)c1
→ -11, 7, -39, 6, 7, -1, -0.5, -6, 20, 1
CCn1cnc2c1c(=O)n(CC(=O)NCc1ccccc1)c(=O)n2Cc1ccccc1
→ -5, -5, -9, 9, 0, 1, 1.0, 6, 1, 14
CCN(CC)C(=O)C1CCN(Cc2ccc(OCc3ccccc3)c(OC)c2)CC1
→ 7, 2, 2, -5, -2, 0, 2.4, 4, -8, -1
COc1cc(C(=O)NCc2nnc(SCC(=O)Nc3c(C)cc(C)cc3C)o2)cc(OC)c1OC
→ -1, 5, 2, 4, -4, 0, -1.0, 0, -4, -3
